B2AR arrestin: agonists driving beta-arrestin recruitment to human beta2-adrenergic receptor; Potency, µM (doses to about 46.1 µM), inactives show at the top dose activation, actives largely listed as activators; actives 0.02% (n = 330,000); P07550; beta-arrestin recruitment to beta2AR, cell-based reporter;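 also: potency is read from the fitted curve at half-maximal effect; 0% = DMSO controls and full agonism = EC100 isoproterenol or metaproterenol; nearly all actives have a fitted effect of over 65% in size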
MLL CXXC-DNA inh: inhibitors of human MLL CXXC domain-DNA interaction; Q03164; MLL-CXXC / FITC-HOXA9 DNA fluorescence polarization; Potency, µM (highest dose often 115 µM), for inactives: at the highest dose activity change, negative = inhibition, most hits filed as inhibitors; actives 0.037% (n = 290,000); AID 2662; active = well fitted inhibition curve with a large enough effect in the polarisation, with a control signal flat, not every such curve was filed as active; inconclusive = small, poorly fitted or top-dose-only effect, or effect the other way, or a change in a side signal; inactive = no such curve, though single readings can be large or run the other way; the % refers to the polarisation; also: potency is read from the fitted curve at half-maximal effect
Target sequence (Q03164 whole entry, looked up, the tested form may be a part): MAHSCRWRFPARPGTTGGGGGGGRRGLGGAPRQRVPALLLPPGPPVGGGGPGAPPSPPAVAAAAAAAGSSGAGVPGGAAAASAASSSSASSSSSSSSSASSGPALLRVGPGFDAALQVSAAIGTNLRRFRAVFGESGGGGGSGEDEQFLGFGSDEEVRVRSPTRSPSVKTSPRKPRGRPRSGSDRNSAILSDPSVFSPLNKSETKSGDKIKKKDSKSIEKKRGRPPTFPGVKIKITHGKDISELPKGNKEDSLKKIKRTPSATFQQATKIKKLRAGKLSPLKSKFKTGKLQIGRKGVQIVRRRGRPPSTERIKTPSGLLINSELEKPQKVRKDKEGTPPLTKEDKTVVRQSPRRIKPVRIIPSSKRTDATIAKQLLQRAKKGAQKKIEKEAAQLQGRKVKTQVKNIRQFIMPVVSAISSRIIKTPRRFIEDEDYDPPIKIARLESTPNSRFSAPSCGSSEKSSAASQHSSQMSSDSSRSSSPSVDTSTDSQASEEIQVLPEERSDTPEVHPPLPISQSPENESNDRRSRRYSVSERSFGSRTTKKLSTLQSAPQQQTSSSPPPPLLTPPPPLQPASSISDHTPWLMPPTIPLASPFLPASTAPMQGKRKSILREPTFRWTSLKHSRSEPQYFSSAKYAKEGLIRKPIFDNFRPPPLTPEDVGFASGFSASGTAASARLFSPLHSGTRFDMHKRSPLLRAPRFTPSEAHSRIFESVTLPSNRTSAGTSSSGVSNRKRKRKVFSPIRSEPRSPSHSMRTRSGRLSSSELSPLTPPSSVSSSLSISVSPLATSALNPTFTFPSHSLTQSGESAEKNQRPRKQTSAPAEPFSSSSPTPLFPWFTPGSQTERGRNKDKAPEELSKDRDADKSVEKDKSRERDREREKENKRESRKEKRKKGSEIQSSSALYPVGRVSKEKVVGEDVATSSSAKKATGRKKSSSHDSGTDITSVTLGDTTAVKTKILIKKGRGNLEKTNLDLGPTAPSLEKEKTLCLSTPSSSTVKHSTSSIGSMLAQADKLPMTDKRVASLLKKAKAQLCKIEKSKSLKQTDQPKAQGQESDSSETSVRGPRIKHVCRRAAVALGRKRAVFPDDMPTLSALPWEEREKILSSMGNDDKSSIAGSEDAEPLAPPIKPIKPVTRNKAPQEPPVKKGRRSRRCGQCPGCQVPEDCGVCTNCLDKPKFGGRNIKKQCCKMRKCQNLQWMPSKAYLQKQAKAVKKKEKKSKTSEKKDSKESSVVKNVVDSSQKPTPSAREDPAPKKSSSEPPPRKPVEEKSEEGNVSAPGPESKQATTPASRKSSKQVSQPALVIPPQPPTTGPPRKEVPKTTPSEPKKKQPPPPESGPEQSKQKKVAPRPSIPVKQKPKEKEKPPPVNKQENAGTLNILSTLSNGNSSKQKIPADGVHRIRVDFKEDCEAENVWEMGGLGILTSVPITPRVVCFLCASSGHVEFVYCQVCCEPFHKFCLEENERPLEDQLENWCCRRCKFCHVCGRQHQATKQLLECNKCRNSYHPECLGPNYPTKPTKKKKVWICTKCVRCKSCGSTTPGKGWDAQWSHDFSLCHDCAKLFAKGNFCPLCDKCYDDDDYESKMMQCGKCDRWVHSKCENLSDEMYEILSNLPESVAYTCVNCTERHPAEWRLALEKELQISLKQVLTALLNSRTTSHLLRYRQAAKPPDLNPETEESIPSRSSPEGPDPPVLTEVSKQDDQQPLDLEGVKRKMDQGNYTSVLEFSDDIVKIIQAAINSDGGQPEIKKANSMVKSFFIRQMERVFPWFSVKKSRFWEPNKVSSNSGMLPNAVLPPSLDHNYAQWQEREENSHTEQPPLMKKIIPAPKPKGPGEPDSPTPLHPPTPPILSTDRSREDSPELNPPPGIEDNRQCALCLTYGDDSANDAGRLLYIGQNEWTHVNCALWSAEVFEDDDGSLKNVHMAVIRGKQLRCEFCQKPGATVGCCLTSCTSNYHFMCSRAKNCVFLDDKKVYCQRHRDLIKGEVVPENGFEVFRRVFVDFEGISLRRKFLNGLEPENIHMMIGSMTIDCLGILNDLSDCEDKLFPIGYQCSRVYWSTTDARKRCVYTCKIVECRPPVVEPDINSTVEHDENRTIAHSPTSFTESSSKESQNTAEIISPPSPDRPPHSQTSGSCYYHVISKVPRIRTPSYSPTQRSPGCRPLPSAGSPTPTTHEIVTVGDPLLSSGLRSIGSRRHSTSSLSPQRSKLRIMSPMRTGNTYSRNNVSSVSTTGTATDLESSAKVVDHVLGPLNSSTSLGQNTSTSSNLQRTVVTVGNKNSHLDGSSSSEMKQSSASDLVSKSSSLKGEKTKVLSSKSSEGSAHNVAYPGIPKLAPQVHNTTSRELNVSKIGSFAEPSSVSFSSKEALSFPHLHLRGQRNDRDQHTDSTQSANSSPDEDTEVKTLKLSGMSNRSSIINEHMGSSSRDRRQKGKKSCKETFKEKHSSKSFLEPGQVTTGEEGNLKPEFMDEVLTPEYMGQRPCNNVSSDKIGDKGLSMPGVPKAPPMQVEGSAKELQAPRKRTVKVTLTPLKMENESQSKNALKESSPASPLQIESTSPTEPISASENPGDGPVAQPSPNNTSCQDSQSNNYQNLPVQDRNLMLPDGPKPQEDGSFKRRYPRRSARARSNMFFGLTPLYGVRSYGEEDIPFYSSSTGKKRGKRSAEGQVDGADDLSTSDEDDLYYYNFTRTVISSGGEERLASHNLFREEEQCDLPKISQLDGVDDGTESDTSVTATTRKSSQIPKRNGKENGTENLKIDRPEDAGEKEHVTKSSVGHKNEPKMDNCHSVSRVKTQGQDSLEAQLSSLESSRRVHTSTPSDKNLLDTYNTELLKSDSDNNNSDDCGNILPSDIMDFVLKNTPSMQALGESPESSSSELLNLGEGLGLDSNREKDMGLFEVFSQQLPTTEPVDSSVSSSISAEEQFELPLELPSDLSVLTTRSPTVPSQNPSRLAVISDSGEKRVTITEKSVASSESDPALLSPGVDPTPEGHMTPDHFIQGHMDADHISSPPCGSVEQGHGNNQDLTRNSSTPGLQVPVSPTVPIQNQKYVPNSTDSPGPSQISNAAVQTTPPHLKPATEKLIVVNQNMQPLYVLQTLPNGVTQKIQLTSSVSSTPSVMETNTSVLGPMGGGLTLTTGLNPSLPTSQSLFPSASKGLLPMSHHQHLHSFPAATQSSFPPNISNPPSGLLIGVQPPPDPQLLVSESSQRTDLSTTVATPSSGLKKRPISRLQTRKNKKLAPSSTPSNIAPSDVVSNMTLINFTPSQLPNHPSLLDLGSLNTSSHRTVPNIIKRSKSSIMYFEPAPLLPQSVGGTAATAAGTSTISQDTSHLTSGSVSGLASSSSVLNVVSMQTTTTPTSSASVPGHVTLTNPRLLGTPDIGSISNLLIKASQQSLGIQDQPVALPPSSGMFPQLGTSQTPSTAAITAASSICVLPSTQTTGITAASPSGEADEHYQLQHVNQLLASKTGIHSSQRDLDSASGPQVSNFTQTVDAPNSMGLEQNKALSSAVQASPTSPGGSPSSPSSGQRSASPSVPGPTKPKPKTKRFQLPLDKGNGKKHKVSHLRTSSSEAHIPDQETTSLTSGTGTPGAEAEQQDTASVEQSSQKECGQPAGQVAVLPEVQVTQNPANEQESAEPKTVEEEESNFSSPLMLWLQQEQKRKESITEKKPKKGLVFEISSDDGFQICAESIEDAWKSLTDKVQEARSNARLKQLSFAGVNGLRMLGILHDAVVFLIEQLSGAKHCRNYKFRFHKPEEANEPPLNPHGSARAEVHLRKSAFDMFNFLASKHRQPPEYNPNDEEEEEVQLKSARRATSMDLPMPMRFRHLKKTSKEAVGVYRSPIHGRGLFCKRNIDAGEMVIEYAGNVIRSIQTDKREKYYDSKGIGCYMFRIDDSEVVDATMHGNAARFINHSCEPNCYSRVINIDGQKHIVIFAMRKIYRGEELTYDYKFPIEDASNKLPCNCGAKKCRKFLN
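Steps: dispense CXXC domain solution (7 uM) → pin compounds or unlabeled HOX-A9 DNA control → 5 min ambient → add FLSN-HOX-A9 solution (50 nM) → spin → 30 min ambient → fluorescence polarization. Tris pH 7.5/NaCl/DTT/BSA buffer.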
A-T KAP1 phos: potential ataxia-telangiectasia treatments restoring KAP-1 phosphorylation; […] A-T fibroblasts, KAP-1 phosphorylation AlphaLISA; neocarzinostatin DNA damage 30 min before lysis; actives 0.19% (n = 320,000); Potency, µM (highest dose often 57.5 µM), for inactives: at the highest dose activation, hits mostly activators; also: potency is read from the fitted curve at half-maximal effect; % of control where 0% means no effect; nearly all actives have a fitted effect of over 45% in size
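ATM-like activity read as KAP-1 phosphorylation via AlphaLISA donor/acceptor antibody pairs after lysis and 6 hr at 25C. Cells were ATM-null patient fibroblasts ([…], hTERT), dosed 60 min, then exposed to the DSB inducer NCS for 30 min.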
ELG1 repair inh: ELG1-dependent DNA repair inhibition. HEK293T ELG1-luciferase reporter, luminescence, 16 h; DNA damage induced by 5-fluorouridine. Potency, µM (top dose mostly 46.1 µM), for inactives: at the top dose activity change, negative = inhibition, actives largely listed as inhibitors. actives 2.3% (n = 330,000); also: potency is read from the fitted curve at half-maximal effect; % is scaled to controls: 0 for no effect and ±100 for the full control effect; nearly all actives have a fitted effect of over 55% in size
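DMSO vehicle served as the neutral condition. Each well held 2,000 cells given 5-fluorouridine plus compound; after 16 hr at 37 °C/5% CO2, ONE-Glo was added and luciferase measured 30 min later.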
TRPV1 ag: agonists of human vanilloid receptor 1 (TRPV1). Q8NER1. TRPV1-expressing cells, Fluo-8 calcium influx, agonist mode. activation, % at 8.33 µM. actives 0.19% (n = 320,000). AID 540275; in the data active = activation above about 80%; inconclusive = between about 30% and that limit; also: 0% is about no effect
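Cells expressing TRPV1 were dye-loaded with Fluo-8 and read kinetically: 10 s baseline, 3 min after compound (agonist portion), then 2 min after EC20 capsaicin (allosteric enhancer portion). Calcium-bound dye fluorescence at 480/520 nm.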
PTAP TSG101 blk: blocks PTAP/TSG101 interaction to inhibit HIV-1 budding. Q99816. Fluorescence polarization, FITC-PTAP peptide / Tsg101 binding. Potency, µM (titrated, usually from 115 µM), inactives show at the highest dose activity change, negative = inhibition, actives largely listed as inhibitors. 340,000 tested, under 10 active. AID 493005; active = well fitted inhibition curve with a large enough effect in the main read-out, with a control signal flat, not every such curve was filed as active; inconclusive = small, poorly fitted or top-dose-only effect, or effect the other way, or a change in a side signal; inactive = no such curve, though single readings can be large or run the other way; also: potency is read from the fitted curve at half-maximal effect; % of control where 0% means no effect
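Tsg101 binding domain (10 uM final) was mixed with compound and a FITC-labeled PTAP peptide (50 nM final) in HEPES pH 7.5 buffer with NaCl, Tween 20, EDTA and TCEP; fluorescence polarization was read after 20 min at r.t.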
p53 reactivator: restores transcriptional activity of mutant p53 | actives 0.063% (n = 320,000) | H1299 p53-A138V BP100-luciferase reporter, luminescence, 24 h | Potency, µM (doses to about 92.2 µM), without a hit: at the top dose activity change, positive = activation, usual class: activators | AID 504706; also: potency is read from the fitted curve at half-maximal effect; % of control where 0% means no effect; nearly all actives have a fitted effect of over 45% in size
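H1299 (p53-null), stable ts p53-A138V + BP100-Luc; 1000 cells/well, Opti-MEM/10% FBS; cpd 4 pt, 1:5; 24 h, 37 deg C, 5% CO2; detection reagent 10 min RT; luminescence.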
TCR act: activates T cell receptor signaling; primary human leukocytes, anti-CD3, IL-2 HTRF, 48 h; Potency, µM (highest dose often 9.22 µM), inactives show at the top dose activation of IL-2 secretion, most hits filed as activators; 330,000 tested, under 10 active; AID 504894; also: % of control where 0% means no effect
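48 hr co-incubation of compounds, a-CD3 beads and primary human leukocytes; IL-2 quantified homogeneously by HTRF with anti-IL-2 K and d2 conjugates.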
BRCA1 expr up: activators of BRCA1 expression; AID 624202; Potency, µM (doses to about 46.1 µM), for inactives: at the top dose activation, actives largely listed as activators; MCF7-BRCA1-FFLuc reporter, luminescence, 48 h; response scale: scaled: vehicle 0%, 10 µM genistein 100%; actives 1.1% (n = 380,000); also: potency is read from the fitted curve at half-maximal effect; nearly all actives have a fitted effect of over 80% in size; some results filed as inactive show a strong effect at the top dose
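MCF7-BRCA1-FFLuc, 2000 cells/well; 2 h attach, 37 °C/5% CO2; compound 48 h; luciferase substrate 15 min; luminescence end-point. Norm. to genistein 10 microM max activation and DMSO; concentration-response curves fitted.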
Integrin act MD: activators of alpha7 integrin expression for muscular dystrophy; Potency, µM (highest dose often 38.3 µM), for the others: at the highest dose activation, hits mostly activators; alpha7betagal myoblasts, beta-gal FDG fluorescence, 48 h; actives 0.064% (n = 350,000);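 also: potency is read from the fitted curve at half-maximal effect; 100% = response of the positive control SU9516; nearly all actives have a fitted effect of over 60% in size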
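alpha7betagal+/- myoblasts (passage 13, 250/well) treated 48 h at 37C with compounds at 1:260 dilution of DMSO stock. Lysed, then beta-galactosidase activity read as FDG fluorescence (ex 480/em 540) after 30 min, with pre-read for autofluorescence.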
The depositor's hits bear a star; ? = inconclusive; . = not tested or not shown; [ ] = dose if it differs, or a comment. Unless noted, calls follow the shape of the dose curve; as a rule, active = well fitted curve in the direction sought with a large enough effect; inconclusive = small, poorly fitted or top-dose-only effect, or another doubt; inactive = no such curve, though single readings can be large; an effect the other way counts as inactive or inconclusive.

SMILES | B2AR arrestin | MLL CXXC-DNA inh | A-T KAP1 phos | ELG1 repair inh | TRPV1 ag | PTAP TSG101 blk | p53 reactivator | TCR act | BRCA1 expr up | Integrin act MD
Cc1ccc(C(C(=O)NC2CCCC2)N(Cc2ccc3c(c2)OCO3)C(=O)c2snc(C(N)=O)c2N)cc1 (stereo not given) | -0.3% | 6% | 30% | 1% | 23 | 0% | -3% | 2% | 0% | 15%
CC(C)C(c1nnnn1Cc1ccccc1)N(Cc1ccco1)Cc1cccs1 (stereo not given) | 0.0% | -4% | -7% | ? | 7 | 2% | 18% | -3% | -30% | 9%
CCN(C(=O)CSc1ccc(S(=O)(=O)N2CCOCC2)cn1)c1ccccc1 | -0.1% | . | 9% | 5% | 21 | 0% | -9% | . | -17% | -2%
O=C(c1ccccc1)c1cn[nH]c1-c1ccccc1O | 0.2% | -18% | -1% | 1% | -2 | -5% | 18% | 1% | 3% | 9%
Cc1[nH]nc2c1C(c1cc(Br)cs1)C(C#N)=C(N)O2 (stereo not given) | -0.7% | -2% | 34% | ? | -10 | 0% | -20% | 1%[46.1 µM] | -28% | -51%[inhibitor]
COc1cccc(/C=C2\SC(=S)N(CCC(=O)NCCc3ccc(O)cc3)C2=O)c1 | -0.1% | 2% | -4% | -3% | 4 | 0% | 1% | -6% | -35% | -62%
O=C(C1CCC(C(=O)N2CCc3ccccc32)CC1)N1CCc2ccccc21 (stereo not given) | -0.1% | 0% | -2% | -7% | 2 | -1% | 11% | -22% | 2% | -1%
Cc1ccnc(NS(=O)(=O)c2ccc(NS(C)(=O)=O)cc2)n1 | -0.9% | 7% | 3% | -2% | -1 | 5% | -4% | -1% | 2% | -8%
O=C(c1ccccc1Cl)N1CCc2ccccc2C1 | -0.1% | 1% | 3% | ? | 8 | 0% | 10% | -1%[46.1 µM] | 43% | 5%
C=CCOc1ccc(/C=N/NC(=O)C(C)Sc2ccccn2)cc1OCC (stereo not given) | 11% | 4% | 4% | ? | -2 | -3% | -2% | 1% | -30% | -8%
CCn1cc(C(=O)OCC(=O)Nc2ccc(S(=O)(=O)N3CCCC3)cc2)c(=O)c2ccc(C)nc21 | 0.0% | 7% | -2% | 11% | -2 | -2% | 0% | 2% | -5% | 22%
CN(c1ccccc1)S(=O)(=O)c1cc(Cl)ccc1Cl | 0.0% | 4% | 11% | -6% | 0 | 3% | 0% | . | 11% | ?
O=C(N/N=C/c1cccnc1)c1cccc(N2CCCC2=O)c1 | -0.3% | -3% | -3% | ? | -1 | -1% | 4% | -1% | -6% | 7%
CN(C(=O)c1cc([N+](=O)[O-])ccc1NCc1cccnc1)c1ccccc1 | -0.1% | -3% | 1% | -2% | 11 | -1% | . | -3% | -21% | -9%
O=S(=O)(Nc1ccc2c(c1)OCO2)c1cccc(Br)c1 | -0.1% | . | 7% | -1% | 9 | -1% | 10% | 4% | -6% | 18%
CCOc1ccc(S(=O)(=O)Nc2cc(NS(=O)(=O)c3ccc(OCC)cc3)cc(C(=O)O)c2)cc1 | -1.1% | . | 11% | 7% | . | -6% | -1% | . | 0% | 25%
O=C(NC1CCS(=O)(=O)C1)c1cccc(S(=O)(=O)N2CCCCCC2)c1 (stereo not given) | -0.5% | -1% | 4% | 2% | 3 | -3% | 0% | -7% | 0% | 36%
OC1(c2ccccc2Cl)NN=C2CCCCCN21 (stereo not given) | -0.1% | -11% | -2% | 3% | -1 | 0% | 2% | -4% | -4% | -11%
Cc1nn(C)c(C)c1NC(=O)c1ccccc1NC(=O)Nc1ccccc1 | -0.4% | -9% | 0% | 7% | 0 | -8% | 2% | -4% | 19% | -25%
Cc1csc2nc(=O)c3ccccc3n12 | 0.1% | 1% | -1% | -1% | 1 | -2% | ? | -2% | -18% | 15%
O=C(/C=C/c1ccccc1)N/C(=C/c1ccccc1)C(=O)N1CCOCC1 | -0.7% | 25% | -5% | -13% | -1 | -1% | -3% | -8%[46.1 µM] | -9% | -8%
CCc1ccccc1NC(=O)C1CCCN(S(=O)(=O)c2c(C)noc2C)C1 (stereo not given) | 0.3% | 3% | -4% | 4% | -13 | -5% | -12% | 3% | 0% | -13%
Cc1cc(C)c(CN2CCC(n3nccc3NC(=O)c3ccccc3Cl)CC2)cc1C | -0.9% | 17% | 12% | -25% | -2 | 0% | -11% | 1% | -55% | -11%
COc1cc(/C=C(\C#N)C(=O)Nc2ccccc2F)ccc1OCCN1CCOCC1 | -0.3% | 8% | 5% | ? | 1 | 0% | 8% | 0% | 51% | 6%
O=C(NCCc1cn2ccccc2n1)c1cc(COc2ccc3ncccc3c2)on1 | -0.9% | 2% | -1% | 8.2µM* | -1 | 0% | 0% | 1% | -45% | -57%[inhibitor]

Exported as labelled records: entries from further up.
O=C(N/N=C/c1cccnc1)c1cccc(N2CCCC2=O)c1
- B2AR arrestin: -0.3%
- MLL CXXC-DNA inh: -3%
- A-T KAP1 phos: -3%
- ELG1 repair inh: ?
- TRPV1 ag: -1
- PTAP TSG101 blk: -1%
- p53 reactivator: 4%
- TCR act: -1%
- BRCA1 expr up: -6%
- Integrin act MD: 7%

CN(C(=O)c1cc([N+](=O)[O-])ccc1NCc1cccnc1)c1ccccc1
- B2AR arrestin: -0.1%
- MLL CXXC-DNA inh: -3%
- A-T KAP1 phos: 1%
- ELG1 repair inh: -2%
- TRPV1 ag: 11
- PTAP TSG101 blk: -1%
- p53 reactivator: .
- TCR act: -3%
- BRCA1 expr up: -21%
- Integrin act MD: -9%

O=S(=O)(Nc1ccc2c(c1)OCO2)c1cccc(Br)c1
- B2AR arrestin: -0.1%
- MLL CXXC-DNA inh: .
- A-T KAP1 phos: 7%
- ELG1 repair inh: -1%
- TRPV1 ag: 9
- PTAP TSG101 blk: -1%
- p53 reactivator: 10%
- TCR act: 4%
- BRCA1 expr up: -6%
- Integrin act MD: 18%

CCOc1ccc(S(=O)(=O)Nc2cc(NS(=O)(=O)c3ccc(OCC)cc3)cc(C(=O)O)c2)cc1
- B2AR arrestin: -1.1%
- MLL CXXC-DNA inh: .
- A-T KAP1 phos: 11%
- ELG1 repair inh: 7%
- TRPV1 ag: .
- PTAP TSG101 blk: -6%
- p53 reactivator: -1%
- TCR act: .
- BRCA1 expr up: 0%
- Integrin act MD: 25%

The main list resumes with the 2 entries that preceded the break.
SMILES | B2AR arrestin | MLL CXXC-DNA inh | A-T KAP1 phos | ELG1 repair inh | TRPV1 ag | PTAP TSG101 blk | p53 reactivator | TCR act | BRCA1 expr up | Integrin act MD
COc1cc(/C=C(\C#N)C(=O)Nc2ccccc2F)ccc1OCCN1CCOCC1 | -0.3% | 8% | 5% | ? | 1 | 0% | 8% | 0% | 51% | 6%
O=C(NCCc1cn2ccccc2n1)c1cc(COc2ccc3ncccc3c2)on1 | -0.9% | 2% | -1% | 8.2µM* | -1 | 0% | 0% | 1% | -45% | -57%[inhibitor]
CCOc1ccc(C(=O)COC(=O)Cc2n[nH]c(=O)c3ccccc23)cc1 | -0.8% | . | 16% | ? | -2 | -3% | 1% | -2% | -22% | -18%
COc1cc(C(=O)N/C(=C/c2ccc(F)cc2)C(=O)NC(C(=O)O)c2ccccc2)cc(OC)c1OC (stereo not given) | -0.9% | -11% | 5% | 0% | -1 | -4% | 0% | -12% | 4% | 15%
Cc1nc(N2CCOCC2)c2cc(-c3ccccc3)sc2n1 | -1.2% | 8% | 10% | ? | ? | 0% | 0% | 4% | 14% | 22%
Cc1nc2ccccc2c(=O)n1NC(=O)C1CCC(C(C)(C)C)CC1 (stereo not given) | -0.7% | 0% | -2% | -21% | 82* | -6% | 0% | . | 1% | 8%
CC(C(=O)N1CCOCC1)N1C(=O)c2ccccc2C1=O (stereo not given) | 0.2% | 3% | . | 6% | -1 | 0% | -9% | -1% | -2% | 5%
CSc1c(CC(=O)Nc2ccccc2)n(C)c2ccccc12 | 0.0% | 4% | 3% | ? | 25 | -5% | . | . | -50% | -26%
N#C/C(=C\c1ccc([N+](=O)[O-])o1)c1nc2ccccc2[nH]1 | 6.3% | 44%[activator] | -3% | ? | 11 | 2% | -41%[inhibitor] | 17%[46.1 µM] | -60% | -58%[inhibitor]
C=CCNC(=O)c1cc(C(=O)C(C)c2ncc(C(F)(F)F)cc2Cl)c[nH]1 (stereo not given) | 0.0% | 2% | 5% | 18% | 3 | 2% | 3% | -4% | 22% | 9%
CSc1ncccc1C(=O)OCC(=O)NC1CC1 | -0.6% | . | 0% | 11% | -3 | 1% | -1% | -3% | 24% | 11%
COCCn1c(=O)[nH]c2cc(C(=O)N3CCN(Cc4ccc5c(c4)OCO5)CC3)ccc2c1=O | . | . | . | . | . | -1% | . | 11% | 0% | 0%
CCc1ccc(OCC(=O)NC(=S)Nc2ccc(C)cc2C)c(Br)c1 | -2.0% | 2% | 6% | 9% | 0 | -3% | 4% | -2% | 31% | 8%

Assay outcomes: PubChem, National Center for Advancing Translational Sciences (NCATS)
